DRD3 agonist: D3 dopamine receptor (human) agonism. AID 652048. max activation, %. P35462. D3R DiscoveRx beta-arrestin cells, luminescence, 90 min. actives 0.58% (n = 410,000); in the data active = max activation above about 30%; note: 0% is about no effect; mostly tested at two doses, the higher about 12 µM
Target sequence (P35462 whole entry, looked up): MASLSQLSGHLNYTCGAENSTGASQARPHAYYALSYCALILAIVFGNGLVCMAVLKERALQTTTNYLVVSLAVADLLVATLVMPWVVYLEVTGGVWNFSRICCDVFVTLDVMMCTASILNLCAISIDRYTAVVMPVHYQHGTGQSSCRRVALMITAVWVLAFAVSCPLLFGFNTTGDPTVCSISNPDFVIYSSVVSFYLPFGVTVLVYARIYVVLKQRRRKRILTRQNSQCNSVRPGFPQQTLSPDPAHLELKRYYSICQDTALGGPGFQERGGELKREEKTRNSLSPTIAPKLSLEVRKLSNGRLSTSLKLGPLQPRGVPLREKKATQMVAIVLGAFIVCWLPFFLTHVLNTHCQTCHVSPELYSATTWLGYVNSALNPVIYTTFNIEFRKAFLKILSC
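Cells at 1500/well, incubated overnight, then treated with pinned compounds (dopamine as control) for 90 min at 37 degrees C. DiscoveRx reagent added for 30 - 60 minutes at room temperature; luminescence read.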
Abeta yeast res: compounds reversing amyloid beta toxicity in yeast; yeast expressing A-beta42, growth rescue, OD600, 48 h; response scale: 0% DMSO, 100% iron-clioquinol control; Potency, µM (highest dose often 46.1 µM), without a hit: at the highest dose growth rescue, actives largely listed as activators; actives 0.063% (n = 410,000); AID 1347071; note: potency is the fitted concentration of half-maximal effect; nearly all actives have a fitted effect of over 55% in size
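Yeast A-beta toxicity model in growth medium with pinned compounds, 48 h at 30 C; growth read as absorbance at 600 nm. Normalized to FeCl3/clioquinol equimolar mix (positive) and DMSO (negative).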
EPAC2 antagonist: EPAC2 (human) antagonism; Q8WZA2; EPAC2 GEF exchange of Rap1B-BODIPY-GDP, fluorescence; Potency, µM (top dose mostly 114 µM), for inactives: at the highest dose activity, negative = inhibition, most hits filed as inhibitors; actives 0.18% (n = 360,000); AID 720708; note: potency is the fitted concentration of half-maximal effect; % is set by controls: 0 for no effect and ±100 for the full control effect; nearly all actives have a fitted effect of over 45% in size; many of its hits are not listed in these tables
DRD3 antagonist: D3 dopamine receptor (human) antagonism. max response, negative = inhibition, %. P35462. AID 652054. actives 2.5% (n = 360,000). D3R cells, DiscoveRx beta-arrestin luminescence, antagonist mode; hits give low values; in the data active = max response below about -50%; inconclusive = no clear call, values can overlap the other calls; note: % is set by controls: 0 for no effect and ±100 for the full control effect; mostly tested at two doses, the higher about 12 µM
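Cells expressing the human receptor were seeded at 1500 cells/well, incubated overnight at 37 degrees C in 5% CO2, then exposed to library compounds with dopamine controls for 90 minutes at 37 degrees C before luminescent detection.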
aSyn rescue: inhibitors of alpha-synuclein toxicity in yeast; Potency, µM (highest dose often 46.1 µM), for inactives: at the highest dose growth rescue (activation), usual class: activators; Yeast expressing alpha-synuclein, growth rescue, BacTiter-Glo, 24 h; AID 652106; actives 0.14% (n = 370,000); note: potency is the fitted concentration of half-maximal effect; % of control where 0% means no effect; nearly all actives have a fitted effect of over 65% in size
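Screening used galactose-induced yeast with toxic alpha-synuclein levels, exposed to compound for 24 hr at 30 deg C. Cell growth, read with BacTiter-Glo luminescence, gave the measured signal.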
TDP-43 yeast inh: rescues yeast growth from TDP-43 toxicity; TDP-43 expressing yeast growth rescue, BacTiter-Glo, 24 h; Potency, µM (top dose mostly 46.1 µM), for the others: at the top dose growth rescue (activation), usual class: activators; actives 1.8% (n = 410,000); note: potency is the fitted concentration of half-maximal effect; % of control where 0% means no effect; nearly all actives have a fitted effect of over 50% in size
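Luminescence from BacTiter-Glo reports growth of TDP-43-expressing yeast after 24 hr at 30 deg C with compound. Cells were raffinose-pregrown to mid-log, then seeded in galactose medium at OD600=0.02.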
EPAC2 agonist: EPAC2 (human) agonism. Q8WZA2. EPAC2 activation, biochemical qHTS; response scale: 100% = 6.5 mM cAMP response. Potency, µM (highest dose often 154 µM), inactives show top-dose activation, usual class: activators. actives 0.079% (n = 360,000); note: potency is the fitted concentration of half-maximal effect; nearly all actives have a fitted effect of over 50% in size
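qHTS, titration series. 100 nM EPAC2 / 250 nM Rap1B-BODIPY-GDP / 50 uM GDP; RT; ex 480/em 540 nm, 5-min reads to 30 min. Norm. to 6.5 mM cAMP = activation.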
FUS suppressor: suppressors of FUS proteinopathy in yeast; Potency, µM (highest dose often 76.6 µM), without a hit: at the highest dose growth rescue (activation), actives largely listed as activators; actives 0.24% (n = 390,000); S. cerevisiae FUS-expressing, growth rescue, OD600, 24 h; AID 1347120;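 note: potency is the fitted concentration of half-maximal effect; plate controls were DMSO vehicle for no effect and reference control for full effect; nearly all actives have a fitted effect of over 55% in size; some results filed as inactive show a strong effect at the top dose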
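Yeast expressing FUS under galactose induction, OD 0.005 in 2% galactose medium; compounds in a dilution series, 24 h at 30C. Growth rescue by absorbance at 600 nm; CP55940 positive control, DMSO negative.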
* = called active by the depositor; [ ] = dose if it differs, or a comment. Unless noted, calls come from the whole dose curve; as a rule, active = well fitted curve in the direction sought with a large enough effect; inconclusive = small, poorly fitted or top-dose-only effect, or another doubt; inactive = no such curve, though single readings can be large; an effect the other way counts as inactive or inconclusive.

How did O=C(COC(=O)CC1CC2CCC1C2)NCc1ccc(F)cc1 (stereo unspecified) do in these assays?
DRD3 agonist: -6; Abeta yeast res: -13%; EPAC2 antagonist: -10%; DRD3 antagonist: -6; aSyn rescue: -3%; TDP-43 yeast inh: -1%; EPAC2 agonist: 2%; FUS suppressor: 6%

Results for CCOC(=O)c1c(NC(=O)CN2CCOCC2)sc2c1CC(C)(C)OC2 ?
DRD3 agonist: -4; Abeta yeast res: 8%; EPAC2 antagonist: -1%; DRD3 antagonist: 22; aSyn rescue: 9%; TDP-43 yeast inh: 11%; EPAC2 agonist: -15%; FUS suppressor: 37%

Results for Cc1ccc(N(CC(=O)Nc2ccc(C)cc2C)S(=O)(=O)N2CCCC2)cc1 ?
DRD3 agonist: 5; Abeta yeast res: -16%; EPAC2 antagonist: -29%; DRD3 antagonist: -10; aSyn rescue: 6%; TDP-43 yeast inh: 10%; EPAC2 agonist: 0%; FUS suppressor: 30%

Results for Cc1nc(N2CCCC2)ncc1C(=O)NCc1ccc(F)cc1 ?
DRD3 agonist: 1; Abeta yeast res: -8%; TDP-43 yeast inh: inconclusive; FUS suppressor: -12%

How did CCn1cc(C2=NOC(C(=O)Nc3ccccc3C(=O)OC)C2)c(C)n1 (stereo unspecified) do in these assays?
DRD3 agonist: 5; Abeta yeast res: 29%; EPAC2 antagonist: 9%; DRD3 antagonist: 9; aSyn rescue: 5%; TDP-43 yeast inh: 11%; EPAC2 agonist: -14%

Results for COc1ccc(NS(=O)(=O)c2cc3c4c(c2)CCN4C(=O)CC3)cc1OC ?
DRD3 agonist: 4; Abeta yeast res: 8%; EPAC2 antagonist: -3%; DRD3 antagonist: 10; aSyn rescue: -1%; TDP-43 yeast inh: -17%; EPAC2 agonist: 2%; FUS suppressor: 15%

What do the screens show for `Cc1cc(NC(=O)c2ccc3c(c2)OCCO3)cc(-c2nc3ccccc3o2)c1O`?
DRD3 agonist: -4; Abeta yeast res: -15%; aSyn rescue: -3%; TDP-43 yeast inh: -1%; FUS suppressor: -10%

How did Cc1ccccc1OCC(=O)NCCN(C)C do in these assays?
DRD3 agonist: 3; Abeta yeast res: 4%; EPAC2 antagonist: 13%; DRD3 antagonist: 20; aSyn rescue: -6%; TDP-43 yeast inh: 8%; EPAC2 agonist: 6%; FUS suppressor: -32%

What do the screens show for `COc1cccc(Nc2ncc(C(=O)O)c3ccccc23)c1`?
DRD3 agonist: 0; Abeta yeast res: -6%; EPAC2 antagonist: -2%; DRD3 antagonist: 20; aSyn rescue: 0%; TDP-43 yeast inh: 14%; EPAC2 agonist: 3%; FUS suppressor: -10%

Results for FC(F)(F)c1ccccc1NC(=S)N1CCCCCC1 ?
DRD3 agonist: -4; Abeta yeast res: 15%; EPAC2 antagonist: -4%; DRD3 antagonist: 12; aSyn rescue: 3%; TDP-43 yeast inh: -6%; EPAC2 agonist: 3%; FUS suppressor: 15%

Results for CCc1ccc(NC(=O)CN(C)S(=O)(=O)c2ccc3c(c2)c(=O)n(C)c(=O)n3C)cc1 ?
DRD3 agonist: -12; Abeta yeast res: -1%; TDP-43 yeast inh: 3%; FUS suppressor: -35%

What do the screens show for `Cc1ccc(S(=O)(=O)/N=C(/Nc2c(C)cccc2C)c2ccccc2)cc1`?
DRD3 agonist: 7; Abeta yeast res: 17%; EPAC2 antagonist: -33%; DRD3 antagonist: 8; aSyn rescue: -1%; TDP-43 yeast inh: 30%; EPAC2 agonist: 3%; FUS suppressor: 14%

What do the screens show for `CN(CC(=O)Nc1ccc(F)cc1F)S(=O)(=O)c1cccc2nsnc12`?
DRD3 agonist: 4; Abeta yeast res: -4%; TDP-43 yeast inh: inconclusive; FUS suppressor: -13%

What do the screens show for `COc1ccc(CNC(=O)CS(=O)CC(=O)O)cc1OC` (stereo unspecified)?
DRD3 agonist: -3; Abeta yeast res: -4%; EPAC2 antagonist: -7%; DRD3 antagonist: -12; aSyn rescue: 0%; TDP-43 yeast inh: -14%[0.397 µM]; EPAC2 agonist: 3%; FUS suppressor: 5%

What do the screens show for `COc1ccc(-c2nnc(SCC(=O)Oc3cccc(C)c3C)o2)cc1`?
DRD3 agonist: 0; Abeta yeast res: 6%; TDP-43 yeast inh: 23%; FUS suppressor: -13%

How did CCOC(=O)c1cnc2ccc(C(=O)OC)cc2c1Nc1ccccc1CC do in these assays?
DRD3 agonist: -4; Abeta yeast res: -36%; aSyn rescue: 0%; TDP-43 yeast inh: inconclusive; FUS suppressor: -3%

How did COc1ccc(C(CNC(=O)C(CCSC)NC(=O)c2ccccc2Cl)N2CCCCC2)cc1 (stereo unspecified) do in these assays?
DRD3 agonist: -23; Abeta yeast res: -15%; EPAC2 antagonist: 5%; DRD3 antagonist: -59*; aSyn rescue: -4%; TDP-43 yeast inh: 12%; EPAC2 agonist: 8%

How did Cc1ccc(C)n1CCN1CCN(C(=O)c2ccc(Cl)cc2)CC1 do in these assays?
DRD3 agonist: -13; Abeta yeast res: -18%; EPAC2 antagonist: 5%; DRD3 antagonist: -78*; aSyn rescue: -12%; TDP-43 yeast inh: -25%; EPAC2 agonist: 17%; FUS suppressor: 41%

What do the screens show for `CC1CCN(C(=O)COC(=O)c2ccc3c(c2)OCCO3)CC1`?
DRD3 agonist: 1; Abeta yeast res: 2%; EPAC2 antagonist: 5%; DRD3 antagonist: 13; aSyn rescue: 12%; TDP-43 yeast inh: 12%; EPAC2 agonist: -8%

How did Cc1cc(C)c(N(C(=O)CN2C(=O)c3ccccc3S2(=O)=O)C(C(=O)NCC2CCCO2)c2ccc(F)cc2)c(C)c1 (stereo unspecified) do in these assays?
DRD3 agonist: 4; Abeta yeast res: -18%; EPAC2 antagonist: -16%; DRD3 antagonist: 11; aSyn rescue: 12%; TDP-43 yeast inh: 0%; EPAC2 agonist: -2%; FUS suppressor: inconclusive

How did CN(CC(=O)NC1CCCCC1)S(=O)(=O)c1ccc(Cl)cc1 do in these assays?
DRD3 agonist: -1; Abeta yeast res: 1%; EPAC2 antagonist: -3%; DRD3 antagonist: 14; aSyn rescue: -7%; TDP-43 yeast inh: 12%; EPAC2 agonist: -1%; FUS suppressor: -30%

How did COc1cccc(NC(=O)C/C(C)=N/NC(=O)c2ccccc2Cl)c1 do in these assays?
DRD3 agonist: -6; Abeta yeast res: -1%; EPAC2 antagonist: 3%; DRD3 antagonist: -29; aSyn rescue: 14%; TDP-43 yeast inh: 6%; EPAC2 agonist: 16%; FUS suppressor: 2%

How did O=C(c1ccncc1)N1CCN(S(=O)(=O)c2cc(C(F)(F)F)cc(C(F)(F)F)c2)CC1 do in these assays?
DRD3 agonist: 3; Abeta yeast res: 12%; EPAC2 antagonist: -4%; DRD3 antagonist: -3; aSyn rescue: -14%; TDP-43 yeast inh: -20%; EPAC2 agonist: -22%; FUS suppressor: -7%

Results for CCOC(=O)N1CCN(C(=O)c2ccccc2NC(=O)COc2ccccc2)CC1 ?
DRD3 agonist: 9; Abeta yeast res: 4%; EPAC2 antagonist: 3%; DRD3 antagonist: 24; aSyn rescue: 7%; TDP-43 yeast inh: 0%; EPAC2 agonist: -7%; FUS suppressor: 4%

What do the screens show for `O=C(CN(C(=O)CCC(=O)Nc1nccs1)c1ccc(F)c(Cl)c1)NCC1CCCO1` (stereo unspecified)?
DRD3 agonist: 18; Abeta yeast res: -3%; EPAC2 antagonist: 2%; DRD3 antagonist: 16; aSyn rescue: 1%; TDP-43 yeast inh: 1%; EPAC2 agonist: 4%; FUS suppressor: 1%

What do the screens show for `CN(C)CCCN(C(=O)COc1ccccc1)c1nc2c(F)cccc2s1`?
DRD3 agonist: -16; Abeta yeast res: -4%; EPAC2 antagonist: 10%; DRD3 antagonist: 2; aSyn rescue: 4%; TDP-43 yeast inh: -6%; EPAC2 agonist: 4%; FUS suppressor: 13%

What do the screens show for `CCN(CC)S(=O)(=O)c1ccc(C(=O)Nn2cnnc2)cc1`?
DRD3 agonist: -6; Abeta yeast res: -7%; EPAC2 antagonist: 1%; DRD3 antagonist: 19; aSyn rescue: -7%; TDP-43 yeast inh: -1%; EPAC2 agonist: -5%; FUS suppressor: 2%

How did O=C(CNC(=O)c1cccs1)N/N=C/c1c[nH]c2ccccc12 do in these assays?
DRD3 agonist: -1; Abeta yeast res: -12%; EPAC2 antagonist: 8%; DRD3 antagonist: -12; aSyn rescue: -1%; TDP-43 yeast inh: 7%; EPAC2 agonist: -3%; FUS suppressor: -2%

How did CC(C)CC(=O)N1CCN(Cc2ccc(Br)cc2)CC1 do in these assays?
DRD3 agonist: -3; Abeta yeast res: 1%; EPAC2 antagonist: 7%; DRD3 antagonist: -13; aSyn rescue: -1%; TDP-43 yeast inh: -12%[1.82 µM]; EPAC2 agonist: -13%; FUS suppressor: -5%

How did Cc1cc(C)nc(N(C#N)CCOc2ccccc2)n1 do in these assays?
DRD3 agonist: 2; Abeta yeast res: -55%[inhibitor]; EPAC2 antagonist: -1%; DRD3 antagonist: 20; aSyn rescue: inconclusive; TDP-43 yeast inh: 13µM*; EPAC2 agonist: 10%; FUS suppressor: 14%

How did O=C(CN1c2ccccc2Sc2ccccc21)NNC(=S)Nc1ccc(Cl)cc1Cl do in these assays?
DRD3 agonist: 9; Abeta yeast res: 10%; EPAC2 antagonist: -3%; DRD3 antagonist: inconclusive; aSyn rescue: 1%; TDP-43 yeast inh: 28%; EPAC2 agonist: -6%

What do the screens show for `O=C(NCC(c1cccnc1)N1CCN(c2ccccc2)CC1)c1ccco1` (stereo unspecified)?
DRD3 agonist: 1; Abeta yeast res: 17%; EPAC2 antagonist: -3%; DRD3 antagonist: 9; aSyn rescue: 3%; TDP-43 yeast inh: 7%; EPAC2 agonist: 6%; FUS suppressor: 9%

Results for Cc1cccc(-c2nc(CS(=O)CC(=O)N3CCN(C)CC3)c(C)o2)c1 (stereo unspecified) ?
DRD3 agonist: 5; Abeta yeast res: 2%; EPAC2 antagonist: 5%; DRD3 antagonist: 7; aSyn rescue: -1%; TDP-43 yeast inh: 12%; EPAC2 agonist: -3%; FUS suppressor: -27%

Results for O=C(NC(=S)Nc1cccnc1Cl)c1ccc(Cl)cc1 ?
DRD3 agonist: -20; Abeta yeast res: 8%; EPAC2 antagonist: 4%; DRD3 antagonist: -16; aSyn rescue: -3%; TDP-43 yeast inh: 0%; EPAC2 agonist: -5%; FUS suppressor: 16%

Assay outcomes deposited in PubChem by National Center for Advancing Translational Sciences (NCATS).

A portion of the library, so the mix of outcomes need not match the whole.
